# Source: PubChem BioAssay (several laboratories)
# MEX-5 binding = MEX-5 zinc finger RNA-binding disruptors – biochemical, C. elegans, fluorescence polarization, MLPCN library, primary screen. actives 0.38% (n = 300,000). MEX-5/FITC-TCR2 RNA binding; hits give low values. Zinc finger protein mex-5 (Caenorhabditis elegans), Q9XUB2. AID 1832, 2009. activity score (negative = inhibition of binding), % at 10 µM;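 active = inhibition past about -25% in most replicates, and total fluorescence under double the plate's negative control median, limit read from the data; inconclusive = replicates evenly split on the limit, or fluorescence at least double controls; inactive = too little inhibition in most replicates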;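 note: 0% = DMSO and -100% = 5 µM competing unlabeled TCR2 RNA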
# Fam108B counter = mouse Fam108B serine hydrolase inhibitors, primary screen, counter-screen for RBBP9 inhibitor project, biochemical, fluorescence polarization; recombinant Fam108B, FP-Rh probe fluorescence polarization; inhibition, % at 9.51 µM; actives 0.33% (n = 300,000);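 active = inhibition above the screen mean inhibition plus 3 SD, computed separately per campaign, cut at about 18% in these data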;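 note: inhibitors lower polarization as less probe binds the enzyme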
# Yeast superoxide = reduction of superoxide in aged yeast, primary screen, HTS; actives 0.18% (n = 330,000); superoxide response (% of plate mean), % at 10 µM; S. cerevisiae aged cells, superoxide DHE fluorescence; hits give low values;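 active = superoxide response under a set limit, about three screen SD below normal, cut at about 65% in these data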;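 note: yeast aged for seven days with compound at 30 °C before DHE staining; 100% = average MFI of all compound-treated wells on the plate with controls excluded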
# MCL1-BIM inh = inhibitors of MCL1 binding to BIM-BH3, primary screen, biochemical, fluorescence polarization. inhibition, % at 10.9 µM. Induced myeloid leukemia cell differentiation protein Mcl-1 (Homo sapiens), Q07820. actives 0.68% (n = 320,000). GST-MCL1 / FITC-Bim-BH3 fluorescence polarization;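 active = inhibition above the mean inhibition of all tested compounds plus 3 SD, set per campaign, cut at about 40% in these data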;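 note: 0% = DMSO wells and 100% = unlabeled Bim-BH3 peptide control; higher means more loss of mP so more displacement of Bim peptide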
# Efflux pump mplx = inhibitors of Candida efflux pumps in yeast, primary screen, S. cerevisiae, Nile Red, multiplex; S. cerevisiae Candida pump triplex; inhibition, % at 10 µM; actives 0.44% (n = 330,000);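 active = plate passing quality check with inhibition over a set limit, or well fluorescence over plate mean plus 4 SD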;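 note: Nile Red retained in pooled yeast measured as flow cytometry median fluorescence; 0% = buffer negative control and 100% = Enniatin B positive control; higher means more Nile Red kept so more efflux inhibition; some compounds called inactive have numbers as strong as hits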
# EBNA-1 inh = EBNA-1 DNA-binding inhibitors, primary screen, biochemical, fluorescence polarization. inhibition, % at 14.8 µM. actives 0.34% (n = 300,000); in the data active = inhibition above about 28%
# GLD-1 RNA inh = GLD-1/TGE RNA complex disruptors, primary screen, biochemical, fluorescence polarization | Female germline-specific tumor suppressor gld-1 (Caenorhabditis elegans), Q17339 | purified GLD-1 + fluorescein TGE RNA | inhibition, % at 5.96 µM | actives 0.44% (n = 320,000);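 active = percent inhibition above a per-plate cutoff, the plate mean of test compounds plus 3 SD, cut at about 30% in these data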;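 note: 0% = DMSO wells with GLD-1 and probe and 100% = wells lacking GLD-1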
# Target sequence (Q17339 whole entry, looked up): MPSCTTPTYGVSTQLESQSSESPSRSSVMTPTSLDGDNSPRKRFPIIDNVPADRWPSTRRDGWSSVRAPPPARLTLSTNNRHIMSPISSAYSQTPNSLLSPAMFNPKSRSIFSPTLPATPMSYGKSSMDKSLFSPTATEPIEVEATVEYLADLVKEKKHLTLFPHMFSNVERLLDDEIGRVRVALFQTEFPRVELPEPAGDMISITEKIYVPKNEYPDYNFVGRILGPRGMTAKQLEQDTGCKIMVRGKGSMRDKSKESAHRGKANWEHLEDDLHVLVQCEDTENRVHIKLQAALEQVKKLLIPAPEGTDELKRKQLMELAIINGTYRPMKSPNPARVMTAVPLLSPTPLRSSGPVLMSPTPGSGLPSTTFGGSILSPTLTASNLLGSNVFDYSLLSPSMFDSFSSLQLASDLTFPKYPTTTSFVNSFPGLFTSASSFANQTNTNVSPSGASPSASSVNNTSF
# Bcl-xL primary = inhibitors of human Bcl-xL, primary screen, biochemical, fluorescence polarization, HTS | inhibition, % at 10.9 µM | GST-Bcl-xL / FITC-Bim BH3 peptide fluorescence polarization | AID 2129, 2009 | actives 0.7% (n = 320,000) | Bcl-2-like protein 1 (Homo sapiens), Q07817;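 active = inhibition above the mean of all tested compounds plus 3 SD, cutoff set per campaign, cut at about 30% in these data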;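 note: 0% = DMSO wells and 100% = unlabeled Bim-BH3 peptide competitor; inhibitors lower millipolarization by displacing the labeled peptide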
# Target sequence (Q07817 whole entry, looked up): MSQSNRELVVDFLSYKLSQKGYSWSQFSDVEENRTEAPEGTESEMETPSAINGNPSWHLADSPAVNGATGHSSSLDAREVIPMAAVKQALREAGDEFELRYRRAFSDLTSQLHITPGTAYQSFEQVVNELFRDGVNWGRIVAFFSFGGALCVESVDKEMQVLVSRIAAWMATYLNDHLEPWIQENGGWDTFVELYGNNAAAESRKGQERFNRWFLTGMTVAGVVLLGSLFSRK
# ZTA DNA inh = counter-screen for EBNA-1 inhibitors: inhibitors of Epstein-Barr virus ZTA | P03206 | ZTA-DNA binding, fluorescence polarization | inhibition, % at 11 µM | actives 0.15% (n = 320,000); in the data active = inhibition above about 33%
# Target sequence (P03206 whole entry, looked up): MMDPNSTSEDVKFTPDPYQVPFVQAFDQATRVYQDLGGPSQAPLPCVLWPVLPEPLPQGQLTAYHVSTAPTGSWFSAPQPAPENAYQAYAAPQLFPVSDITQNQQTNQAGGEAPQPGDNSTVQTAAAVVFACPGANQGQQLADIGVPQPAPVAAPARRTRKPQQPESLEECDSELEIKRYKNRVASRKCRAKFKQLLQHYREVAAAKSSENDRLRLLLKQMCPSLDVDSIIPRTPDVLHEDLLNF
# * = called active by the depositor; u = inconclusive; x = no result given.
# Preview:
SMILES,MEX-5 binding,Fam108B counter,Yeast superoxide,MCL1-BIM inh,Efflux pump mplx,EBNA-1 inh,GLD-1 RNA inh,Bcl-xL primary,ZTA DNA inh
CNc1nc(C)cc(C)c1S(=O)(=O)c1ccc(C)cc1,0.5,3,99,6,-0.1,6,1,6,-5
CC1CCN(c2ncnc3c2cnn3Cc2ccc(Cl)cc2)CC1,x,1,95,1,0.1,17,3,-1,-10
Cc1cc(OCC(=O)Nc2cccnc2)c2c(C)c(C)c(=O)oc2c1,1.4,4,98,-9,-0.1,3,0,-4,-8
O=C(NCCS(=O)(=O)N1CCN(c2ccccc2F)CC1)C1CC(=O)N(c2ccc(F)cc2)C1 (stereo not drawn),-1.4,0,69,-5,0.0,1,2,-1,6
COC(=O)c1cc(N=CC2=C(O)CC(C)(C)CC2=O)cc(C(=O)OC)c1,-0.3,-6,96,-3,-0.1,7,5,-5,-8
CC(=O)Nc1ccc2c(CSc3nncs3)cc(=O)oc2c1,0.3,-1,96,22,0.1,7,-1,3,-4
CC(Sc1nncn1C)C(=O)Nc1ccc(S(N)(=O)=O)cc1 (stereo not drawn),-1.7,2,90,2,-0.2,-4,6,5,-12
COc1ccccc1N1CCN(C(=O)C2=CC=CN3CCS(=O)(=O)N=C23)CC1,x,x,83,5,0.0,x,-3,3,-11
COc1ccc(-[n+]2c(C)cc(/C=C3\Sc4ccccc4N3C)cc2C)cc1,u,4,99,-58,0.1,-5,6,-17,-27
O=C(Nc1ccc(C(=O)O)cc1)/C(=C\C=C\c1ccccc1)NC(=O)c1ccccc1Br,-2.9,-2,86,0,-0.1,-6,-4,3,6
Cc1ccc(NC(=O)N[C@@H](CC(C)C)C(=O)O)c(C)c1,2.8,-2,80,5,0.0,8,-3,3,-9

# The listing (from the top)
SMILES,MEX-5 binding,Fam108B counter,Yeast superoxide,MCL1-BIM inh,Efflux pump mplx,EBNA-1 inh,GLD-1 RNA inh,Bcl-xL primary,ZTA DNA inh
CNc1nc(C)cc(C)c1S(=O)(=O)c1ccc(C)cc1,0.5,3,99,6,-0.1,6,1,6,-5
CC1CCN(c2ncnc3c2cnn3Cc2ccc(Cl)cc2)CC1,x,1,95,1,0.1,17,3,-1,-10
Cc1cc(OCC(=O)Nc2cccnc2)c2c(C)c(C)c(=O)oc2c1,1.4,4,98,-9,-0.1,3,0,-4,-8
O=C(NCCS(=O)(=O)N1CCN(c2ccccc2F)CC1)C1CC(=O)N(c2ccc(F)cc2)C1 (stereo not drawn),-1.4,0,69,-5,0.0,1,2,-1,6
COC(=O)c1cc(N=CC2=C(O)CC(C)(C)CC2=O)cc(C(=O)OC)c1,-0.3,-6,96,-3,-0.1,7,5,-5,-8
CC(=O)Nc1ccc2c(CSc3nncs3)cc(=O)oc2c1,0.3,-1,96,22,0.1,7,-1,3,-4
CC(Sc1nncn1C)C(=O)Nc1ccc(S(N)(=O)=O)cc1 (stereo not drawn),-1.7,2,90,2,-0.2,-4,6,5,-12
COc1ccccc1N1CCN(C(=O)C2=CC=CN3CCS(=O)(=O)N=C23)CC1,x,x,83,5,0.0,x,-3,3,-11
COc1ccc(-[n+]2c(C)cc(/C=C3\Sc4ccccc4N3C)cc2C)cc1,u,4,99,-58,0.1,-5,6,-17,-27
O=C(Nc1ccc(C(=O)O)cc1)/C(=C\C=C\c1ccccc1)NC(=O)c1ccccc1Br,-2.9,-2,86,0,-0.1,-6,-4,3,6
Cc1ccc(NC(=O)N[C@@H](CC(C)C)C(=O)O)c(C)c1,2.8,-2,80,5,0.0,8,-3,3,-9
O=C(Cn1ccc([N+](=O)[O-])n1)c1ccccc1,-0.1,2,123,7,-0.1,4,2,6,-7
COc1ccc(NC(=O)CN(C)C(=O)c2cccc(S(=O)(=O)Nc3ccc(OC)cc3)c2)cc1,-3.0,0,115,-4,0.0,-5,5,-1,2
CCOc1ccccc1OCCOc1ccccc1CC,0.2,-3,100,4,-0.2,5,-8,0,-7
CCCCc1nc2sc3c(=O)[nH]cnc3c2c2c1CCCC2,0.0,0,112,3,0.0,-2,8,2,3
COc1cc(C2NC(=O)NC(C)=C2C(=O)OCC2CCCCC2)cc(Cl)c1O (stereo not drawn),1.8,-1,101,10,-0.2,-8,-1,6,-4
O=C(CN1CCN(S(=O)(=O)c2ccccc2)CC1)NCCc1ccccc1,-1.1,2,104,4,-0.1,-3,4,7,-6
COc1ccc(NC(=O)C2CCC2)cc1S(=O)(=O)N1CCOCC1,x,x,125,-4,0.0,x,2,1,2
CC1(C)CC(=O)c2cc(OCC(=O)N3CCN(c4ccccc4F)CC3)ccc2O1,-0.4,2,103,1,0.1,-3,4,3,9
O=C(C1COc2ccccc2O1)N1CCN(c2nc3ccccc3s2)CC1 (stereo not drawn),0.2,-3,115,3,0.1,1,9,-3,-7
S=C(Nc1ccccc1Cl)N1CCN(Cc2ccccc2)CC1,0.2,5,94,13,-0.2,13,1,6,6
Cc1ccc(NC(=S)NC2CCCC2)cc1,-3.4,0,105,11,0.0,7,-2,4,-7
O=C(Nc1cccc(O)c1)c1c(O)c2ccccc2[nH]c1=O,1.8,-6,95,-13,0.1,12,5,-4,-13
COc1ccccc1NC(=O)COC(=O)Cc1ccc(S(=O)(=O)N2CCCCC2)s1,-2.3,1,97,0,-0.1,2,-2,4,6
CC(=O)c1ccc(N2CCN(C(=O)c3cccs3)C(C)C2)c(F)c1 (stereo not drawn),-2.0,7,106,9,-0.1,-2,-6,5,-5
SMILES,MEX-5 binding,Fam108B counter,Yeast superoxide,MCL1-BIM inh,Efflux pump mplx,EBNA-1 inh,GLD-1 RNA inh,Bcl-xL primary,ZTA DNA inh
Cc1cc(=O)oc2cc(OCCSCCN3CCCCC3)ccc12,0.0,3,76,-4,-0.2,6,4,2,4
O=C(CNC(=O)c1ccc(Br)cc1)NCC(=O)OCC(=O)c1ccc([N+](=O)[O-])cc1,1.5,0,106,-6,0.1,-5,1,9,-24
CC1(CCC#N)N=C(SCCC#N)N(c2ccccc2)C1=O (stereo not drawn),1.1,-2,90,3,0.0,3,-1,1,2
COc1ccc(C(CNC(=O)COc2ccccc2OC)N2CCCCC2)cc1 (stereo not drawn),1.9,3,100,4,0.1,8,6,5,-2
CC(C)N(C(=O)CSc1nnnn1C1CCCC1)C(C)C,-3.1,-2,92,2,0.3,10,2,1,6
C=C(C)Cn1c(CNC(C)=O)nc2ccccc21,0.5,3,101,-2,0.0,-10,-16,1,-6
CC(C)C(OC(=O)c1ccco1)C(=O)NCc1ccccc1 (stereo not drawn),-0.6,6,106,7,-0.1,9,-2,-1,7
O=C(COC(=O)CCC(=O)c1cccs1)NCc1ccc(Cl)cc1,0.0,2,104,2,-0.1,-3,0,3,-8
CCOC(=O)c1c(C)[nH]c(C)c1C(=O)CSc1nnc(N)s1,0.4,-3,87,4,0.1,-5,3,0,4
COc1ccc(C)cc1NC(=O)c1cc(S(=O)(=O)N2CCCCC2)ccc1N1CCOCC1,x,x,95,0,0.0,x,2,1,13
COc1ccc(C(=O)c2sc3nc(-c4ccccc4)ccc3c2N)cc1OC,0.4,3,88,-37,0.1,-1,-26,2,30
O=C(NCCN1CCN(S(=O)(=O)c2ccc(F)cc2)CC1)C(=O)NCc1ccccc1,-0.7,-2,89,2,0.0,11,-2,0,7
CCOc1ccc(C(=O)NCC(C)NC(=O)c2ccc(OCC)cc2)cc1 (stereo not drawn),-5.0,-1,90,15,0.2,8,6,6,1
CCOc1cccc(C(=O)Nc2ccccc2C(=O)N2CCOCC2)c1,-1.4,3,94,4,0.0,0,-1,0,2
Cc1cc(C)n2c(SCC(=O)Nc3ncc(C(F)(F)F)cc3Cl)nnc2n1,-0.6,2,86,0,0.0,-13,-3,3,-9
O=C(c1ccccc1SCc1ccccc1)N1CCOCC1,2.5,9,116,6,-0.1,-2,-17,3,2
COc1ccc(C(=O)CCc2ccccc2)c(O)c1,2.6,0,91,5,0.1,9,5,2,-7
Cc1nc(SCC(=O)N2CCOCC2)c2ccsc2n1,-0.7,0,101,-4,0.0,-5,1,9,-3
CC(C)(C)c1cc(CN(CCO)CCO)c(O)c(C(C)(C)C)c1,0.7,1,106,-8,0.1,-4,-2,-9,10
O=c1c2cnn(-c3ccccc3)c2nc(-c2cccs2)n1-c1ccc(Cl)cc1,1.1,-11,101,4,0.0,-6,4,7,10
Cc1ccc(NC(=O)C2(c3ccccc3)CC2(Cl)Cl)cc1C (stereo not drawn),1.6,-4,100,3,0.1,5,4,7,2
C=CC1=C2C=C(C3CC3)N(CCCN(CC)CC)C=C2C(=O)C(C)(OC(=O)c2ccco2)C1=O (stereo not drawn),-7.7,-3,91,39,-0.2,-1,15,41*,-1
NC(=NC1CCCCC1)c1ccc(Cl)cc1,0.5,-5,99,-1,0.3,1,9,0,-12
COC(=O)Cn1c(=NC(=O)c2ccc(Cl)s2)sc2cc(C)ccc21,4.4,3,90,3,-1.5,-5,2,4,11
Fc1cccc(NCCc2c[nH]c3ccccc23)n1,-0.5,3,97,2,0.5,-15,1,0,0
SMILES,MEX-5 binding,Fam108B counter,Yeast superoxide,MCL1-BIM inh,Efflux pump mplx,EBNA-1 inh,GLD-1 RNA inh,Bcl-xL primary,ZTA DNA inh
COc1ccc(CN2CCNC(=O)C2CC(=O)N(C)Cc2nccn2C)cc1OC (stereo not drawn),-2.4,5,112,0,0.2,3,3,5,-21
COc1cccc(C2=Nn3c(nnc3-c3ccccc3O)SC2)c1,-2.1,3,82,11,0.1,-2,4,7,-4
COc1ccc(-c2cc(=Nc3ccc(C(=O)O)cc3)c3cc(C)ccc3o2)cc1,-3.2,-1,83,6,-0.2,3,1,2,0
COc1ccccc1Cn1nnc2c(=O)[nH]c(C3CCN(C(=O)c4ccccc4Cl)CC3)nc21,-1.2,-2,109,5,0.1,-6,-3,3,4
COc1ccc(NC(=O)CC2SC(N3CCCCC3)=NC2=O)cc1OC (stereo not drawn),x,x,84,0,-0.1,x,3,2,-2
CCN(CC)CCn1c(N)nc2ccccc21,0.4,1,91,-3,0.2,-5,-6,1,-2
CC(=O)c1ccc(NC(=S)N(CCCN(C)C)Cc2ccccc2)cc1,2.1,3,103,2,0.1,7,6,-5,7
CCOC(=O)c1cc(NC(=O)Nc2ccc(Br)cc2)c(C)nc1C,1.3,-16,93,-5,0.1,-3,9,3,0
COC(=O)c1ccccc1NC(=O)NCc1c(C)nn(C)c1C,x,-4,80,4,0.0,7,10,-3,15
CCOC(=O)c1cc(-c2ccccc2)n(CC(=O)Nc2ccc(OC)cc2)c1C,4.9,-3,101,-4,0.6,0,3,3,8
